eIF4E 4G PPI: inhibitors of eIF4E and eIF4G interaction in translation initiation; P63073+Q04637; TR-FRET eIF4E-eIF4GI(517-606) binding, 2 h; inhibition, % at 21.7 µM; 220,000 tested, 0.37% active; AID 782;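 active means inhibition above about 30%, limit read from the data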;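 further: 0% = full FRET control wells and 100% = background wells lacking eIF4GI fragment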
MDM2 E3 inh: blocks human Mdm2 ubiquitin ligase activity; AID 1230; Q00987; 210,000 tested, 0.11% active; signal enhancement, % at 5 µM; cell-based MDM2 ubiquitination luciferase reporter, 2 h; 0 = plate control, 100 = twice control, blank-subtracted;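 active means signal enhancement of 30% or more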;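 further: luminescence tracks abundance of the self-degrading MDM2-luciferase fusion protein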
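test system = mammalian cells stably expressing self-ubiquitinating, self-degrading MDM2 E3–luciferase fusion | quantity = 2000 cells/well | incubation = cell settling 4 h, compound treatment 2 h, both 37 °C | signal = luminescence with SteadyLite reagent, 15 min at room temperature | evaluation = % enhancement relative to plate controls after blank subtraction | benchmarks = plate controls and plate blanks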
Wee1 stabilizer: blocks degradation of human Wee1 kinase. HeLa Luc-Wee1K328M stability, luciferase luminescence; 100% = proteasome inhibitor MG132 effect. reporter increase, % at 5 µM. 220,000 tested, 1.2% active. AID 1321;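 active means activation above the mean of all tested compounds plus 3 SD, set per screening run, cut at about 8.8% in these data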;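 further: cells exposed to compound for 20 h before luminescence read; 0% = DMSO alone and 100% = MG132 at 30 µM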
Target sequence (P30291 whole entry K328M): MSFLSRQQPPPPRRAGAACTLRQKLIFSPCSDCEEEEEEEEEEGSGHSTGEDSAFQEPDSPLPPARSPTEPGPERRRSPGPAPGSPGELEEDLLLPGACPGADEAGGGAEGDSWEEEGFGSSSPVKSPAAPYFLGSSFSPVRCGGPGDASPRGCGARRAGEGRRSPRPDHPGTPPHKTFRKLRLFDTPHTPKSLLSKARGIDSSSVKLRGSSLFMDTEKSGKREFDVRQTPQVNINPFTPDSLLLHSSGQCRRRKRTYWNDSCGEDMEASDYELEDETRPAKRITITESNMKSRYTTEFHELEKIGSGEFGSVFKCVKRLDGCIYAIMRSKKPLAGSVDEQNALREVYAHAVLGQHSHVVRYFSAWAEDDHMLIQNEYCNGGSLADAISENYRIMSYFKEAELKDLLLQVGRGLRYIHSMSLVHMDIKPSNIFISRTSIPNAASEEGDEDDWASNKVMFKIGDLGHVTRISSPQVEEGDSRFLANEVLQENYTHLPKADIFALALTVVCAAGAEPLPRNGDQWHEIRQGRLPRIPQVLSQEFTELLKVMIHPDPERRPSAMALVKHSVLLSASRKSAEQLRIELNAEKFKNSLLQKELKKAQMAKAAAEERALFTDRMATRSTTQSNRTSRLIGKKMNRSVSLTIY
14-3-3 Bad PPI: disrupts binding of bovine 14-3-3 zeta to phospho-Bad peptide; TR-FRET 14-3-3zeta/Dy647-pBad peptide displacement, 1 h; 220,000 tested, 0.71% active; inhibition, % at 21.7 µM; AID 781; P63103;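 active means inhibition above about 70%, limit read from the data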;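 further: 0% = full 14-3-3 plus peptide FRET controls and 100% = background without 14-3-3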
Target sequence (P63103 whole entry, looked up): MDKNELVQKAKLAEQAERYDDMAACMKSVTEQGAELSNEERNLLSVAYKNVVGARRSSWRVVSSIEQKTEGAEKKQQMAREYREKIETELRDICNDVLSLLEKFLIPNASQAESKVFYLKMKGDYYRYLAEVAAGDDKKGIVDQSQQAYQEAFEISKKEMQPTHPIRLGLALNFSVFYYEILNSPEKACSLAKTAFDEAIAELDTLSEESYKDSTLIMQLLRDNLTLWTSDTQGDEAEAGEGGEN
FXIIa inh 1536: blocks human coagulation factor XIIa protease activity; AID 800; inhibition, % at 5 µM; 220,000 tested, 0.3% active; purified FXIIa, Boc-QGR-AMC fluorogenic substrate, 2 h; in the data active means inhibition above about 40%;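 further: 0% = enzyme with no compound and 100% = blank without enzyme; many of its hits are not listed in these tables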
Rad51 HR inh: blocks human Rad51 in homologous recombination; hRad51 DNA strand exchange, fluorescence dequenching; inhibition, % at 10 µM; 200,000 tested, 0.085% active;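 active means inhibition above 40% at the single screening dose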;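 further: 0% = DMSO control wells and 100% = blanks with heterologous ssDNA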
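material = hRad51 filaments on single-stranded DNA | timing = filaments 15 min 37 °C, then compound 30 min | signal = FRET fluorescence dequenching, excitation 485 nm, emission 520 nm | benchmarks = control wells and blank wells on each plate | evaluation = percent inhibition relative to plate controls and blanks | compound = 10 µM final, single point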
FXIa inh 1536: blocks human coagulation factor XIa protease activity | P03951 | purified FXIa, Boc-Glu-Ala-Arg-AMC fluorogenic substrate | inhibition, % at 5 µM | 220,000 tested, 0.14% active;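 active means inhibition of at least 40%; inactive means inhibition below 40%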;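 further: fluorescence of freed AMC excited at 355 nm; 0% = enzyme without compound and 100% = no enzyme blank; many of its hits are not listed in these tables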
p97 ATPase inh: blocks human p97 ATPase activity; recombinant p97 ATPase, Kinase-Glo ATP luminescence, 3 h; inhibition, % at 8 µM; 220,000 tested, 0.42% active; AID 1481; in the data active means inhibition above about 15%;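 further: 0% = DMSO vehicle and 100% = wells lacking enzyme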
KLK5 inh: inhibitors of human kallikrein 5; AID 873; Q9Y337; recombinant hK5, fluorogenic AMC substrate cleavage; 210,000 tested, 0.59% active; inhibition, % at 5 µM;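 active means inhibition of 40% or more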;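 further: 0% = enzyme controls without compound and 100% = no-enzyme blanks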
Active calls of the source: *; . = not tested or not shown; [ ] = another dose, or the depositor's remark.

canonical_smiles	eIF4E 4G PPI	MDM2 E3 inh	Wee1 stabilizer	14-3-3 Bad PPI	FXIIa inh 1536	Rad51 HR inh	FXIa inh 1536	p97 ATPase inh	KLK5 inh
C=CCn1c(SCC(=O)C(C)(C)C)nnc1-c1cccs1	-10	-11	-2	-9	14	-7	1	-2	-10
COc1ccc(CCNC(=O)COC(=O)c2cnccn2)cc1	2	-4	-3	10	14	-14	12	1	-23
COc1ccc(C2OC(=O)C(C)(C)C(=O)C2(C)C)cc1OC (stereo not drawn)	1	-10	3	0	10	-1	2	7	4
COc1ccc(-n2c(=S)[nH]c3cc(C(=O)Nc4ccccc4OC)ccc3c2=O)cc1	5	.	0	-4[fluorescence artefact?]	11	.	4	9	-30
CC(Sc1nnc(Cc2cccs2)n1C1CCCCC1)C(N)=O (stereo not drawn)	-3	-2	4	-1	8	7	-5	6	0
CCOc1cc(S(=O)(=O)NCc2ccccc2)ccc1F	-6	-6	2	2	-11	-4	-6	3	-10
O=C(/C=C/c1ccc(F)cc1)Nc1nc2ccccc2[nH]1	1	-25	10*	9	-1	4	-3	5	-10
CCCCn1c(-c2c(Cl)c(C)nn2C)n[nH]c1=S	7	2	1	-3	2	11	-7	-3	-14
O=C(COC(=O)Cc1ccc(F)cc1)NCc1ccco1	8	0	-1	1	13	6	-5	6	-8
CC(C(=O)NC1C(=O)N2C(C(=O)O)=C(CSc3nnnn3C)CSC12)n1cc(Br)cn1 (stereo not drawn)	3	-12	0	2	1	.	-4	1	.
COc1cc(NC(=O)C2CCC(CNc3c(N4CCCCC4)c(=O)c3=O)CC2)cc(OC)c1 (stereo not drawn)	1	-18	1	4	11	-1	7	-3	5
COc1ccc2[nH]c(=O)c(CN(CCCN(C)C)C(=O)Nc3ccccc3)cc2c1	-1	-5	-1	-6	21	-7	6	8	-10
O=C(CCc1ccc(S(=O)(=O)N2CCOCC2)cc1)N/N=C/c1ccc(O)c(O)c1O	16	2	-3	-14	14	-4	8	5	-45
Cc1cccn2cc(CCNS(=O)(=O)c3cccs3)nc12	-7	-3	0	-1	6	.	-4	-1	-5
COc1ccc(NCc2nnc(SCC(=O)Nc3cc(C(F)(F)F)ccc3Cl)o2)cc1	-1	-22	-2	2	20	-11	7	-2	1
Cc1c(-c2ccccc2)n[nH]c1C(=O)NN	3	16	-3	-16	3	6	-4	5	-3
O=C(NCc1ccccc1Cl)c1ccc(CSc2nc3ccncc3[nH]2)cc1	-3	-12	-3	4	5	.	1	7	-1
CCN(CC)C(=O)c1ccc2c(=O)n(CCOC)c(=S)[nH]c2c1	-3	-28	2	-7	14	-3	6	3	0
CCOC(=O)Cn1c(C(C)=O)nc2ccccc21	2	-3	12*	13	16	-6	4	-2	-10
COc1ccccc1Nc1ccc(S(=O)(=O)N2CCCCC2)cc1[N+](=O)[O-]	-1	-8	2	0	10	1	2	0	-1
COc1cc(S(=O)(=O)n2ccc(C)n2)c(OC)cc1Cl	-1	-14	1	-2[fluorescence artefact?]	-9	-4	-3	2	-18
CCCCn1c(SCC(=O)Nc2ccc3c(c2)CCC3)nc2ccccc2c1=O	2	1	2	-14[fluorescence artefact?]	3	3	0	4	-20
CC(C)N(CC#CCC(O)(c1ccccc1)c1ccccc1)CCO	2	-28	-3	19	-1	7	-5	-3	-2
CCC(C)NC(=O)Nc1ccccc1F (stereo not drawn)	2	-14	1	-19	14	0	2	2	-2
CN(c1ccc(C(=O)NCc2ccco2)cc1)S(C)(=O)=O	2	5	1	2	-16	7	0	0	6
COc1ccc([C@@H]2C(C#N)=C(N)S[C@@H](c3ccccc3)[C@@H]2[N+](=O)[O-])cc1	-2	8	4	5	8	.	4	5	-13
COc1cccc(-c2nnc(SCc3cccnc3)o2)c1	-3[fluorescence artefact?]	-10	0	3[fluorescence artefact?]	4	-3	-7	2	-3
COc1cccc(C(=O)NC2CC3CCCC(C2)N3CC(=O)Nc2ccc(N(C)C)cc2)c1 (stereo not drawn)	-2	-13	-3	10	-10	-4	1	-6	-5
CCCCCn1cnc2sc(-c3ccccc3)cc2c1=O	-14[fluorescence artefact?]	-15	2	-7	-6	1	-5	-4	-4
COc1cccc(C(=O)Nc2cccc(-c3nnc(-c4ccco4)o3)c2)c1	-14[fluorescence artefact?]	-11	2	-7[fluorescence artefact?]	12	.	0	-2	-1
Cc1cc2c(c(=O)n1Cc1ccccn1)C(c1ccc3c(c1)OCO3)C(C#N)=C(N)O2 (stereo not drawn)	-1	-9	4	-8	6	5	2	5	-11
O=C(NC1CCCC1)C(c1ccsc1)N(Cc1ccccc1)C(=O)Cc1cccs1 (stereo not drawn)	4	-9	0	-4	-13	.	4	-1	22
Nc1cc(=O)[nH]c(SCC(=O)Nc2ccccc2Sc2ccc(Cl)cc2)n1	-4	-5	1	-6	8	.	-2	5	1
Nc1c(C(=O)Nc2ccccc2F)sc2nc(Cc3ccccc3)cc(C(F)(F)F)c12	-38[fluorescence artefact?]	-2	2	-30[fluorescence artefact?]	-12	6	-1	0	-10
N#Cc1cc([N+](=O)[O-])ccc1NCCN1CCOCC1	5	-2	-3	-7	2	16	-6	4	-5
CCOC(=O)c1cnc2c(C)c(Cl)ccc2c1N1CCOCC1	-6	-1	-3	3	15	.	3	3	-16
COc1cccc(C(C2=C(O)CC(C)(C)CC2=O)C2C(=O)CC(C)(C)CC2=O)c1 (stereo not drawn)	-1[fluorescence artefact?]	-13	-1	-9	10	.	6	6	-9
CCCn1c(C(C)C)n[nH]c1=S	7	-6	-5	-4	3	8	0	9	0
CCSc1nnc(C)c2ccccc12	8[fluorescence artefact?]	.	-1	-5[fluorescence artefact?]	11	5	1	3	-3
CCCN1Cc2cccc(C(=O)Nc3ccc4c(c3)OCO4)c2C1=O	1	-22	0	2	11	.	2	2	14

14 compounds out of the list, arranged by molar mass, ascending:
canonical_smiles	eIF4E 4G PPI	MDM2 E3 inh	Wee1 stabilizer	14-3-3 Bad PPI	FXIIa inh 1536	Rad51 HR inh	FXIa inh 1536	p97 ATPase inh	KLK5 inh
CCCn1c(C(C)C)n[nH]c1=S	7	-6	-5	-4	3	8	0	9	0
CCSc1nnc(C)c2ccccc12	8[fluorescence artefact?]	.	-1	-5[fluorescence artefact?]	11	5	1	3	-3
CCC(C)NC(=O)Nc1ccccc1F (stereo not drawn)	2	-14	1	-19	14	0	2	2	-2
N#Cc1cc([N+](=O)[O-])ccc1NCCN1CCOCC1	5	-2	-3	-7	2	16	-6	4	-5
CCCCCn1cnc2sc(-c3ccccc3)cc2c1=O	-14[fluorescence artefact?]	-15	2	-7	-6	1	-5	-4	-4
COc1cccc(-c2nnc(SCc3cccnc3)o2)c1	-3[fluorescence artefact?]	-10	0	3[fluorescence artefact?]	4	-3	-7	2	-3
CN(c1ccc(C(=O)NCc2ccco2)cc1)S(C)(=O)=O	2	5	1	2	-16	7	0	0	6
CC(C)N(CC#CCC(O)(c1ccccc1)c1ccccc1)CCO	2	-28	-3	19	-1	7	-5	-3	-2
COc1cccc(C(=O)Nc2cccc(-c3nnc(-c4ccco4)o3)c2)c1	-14[fluorescence artefact?]	-11	2	-7[fluorescence artefact?]	12	.	0	-2	-1
CCCCn1c(SCC(=O)Nc2ccc3c(c2)CCC3)nc2ccccc2c1=O	2	1	2	-14[fluorescence artefact?]	3	3	0	4	-20
Nc1cc(=O)[nH]c(SCC(=O)Nc2ccccc2Sc2ccc(Cl)cc2)n1	-4	-5	1	-6	8	.	-2	5	1
O=C(NC1CCCC1)C(c1ccsc1)N(Cc1ccccc1)C(=O)Cc1cccs1 (stereo not drawn)	4	-9	0	-4	-13	.	4	-1	22
Nc1c(C(=O)Nc2ccccc2F)sc2nc(Cc3ccccc3)cc(C(F)(F)F)c12	-38[fluorescence artefact?]	-2	2	-30[fluorescence artefact?]	-12	6	-1	0	-10
COc1cccc(C(=O)NC2CC3CCCC(C2)N3CC(=O)Nc2ccc(N(C)C)cc2)c1 (stereo not drawn)	-2	-13	-3	10	-10	-4	1	-6	-5

More structures
canonical_smiles	eIF4E 4G PPI	MDM2 E3 inh	Wee1 stabilizer	14-3-3 Bad PPI	FXIIa inh 1536	Rad51 HR inh	FXIa inh 1536	p97 ATPase inh	KLK5 inh
O=C(COC(=O)c1ccc(S(=O)(=O)Nc2ccccc2)cc1)NC1CCCC1	8	-24	3	17	4	-4	1	2	2
O=C(c1c[nH]c2ccc(S(=O)(=O)N3CCOCC3)cc2c1=O)N1CCCC1	3	-4	-4	-2	6	-6	-5	4	-5
O=c1c2ccccc2cnn1CCOc1ccccc1	4	-83	-1	10	9	.	6	-9	1
N#C/C(=C\c1ccc(-c2ccccc2[N+](=O)[O-])o1)C(=O)Nc1nc(-c2cccs2)cs1	7	-10	-1	4	10	-4	3	6	-5
Cc1noc(C)c1CSc1nc2ccccc2n1CCc1ccccc1	5	0	-1	4	8	-1	-5	-3	-9
COc1ccc(NC(=S)N2CCN(c3ccccn3)CC2)cc1	1	-3	-2	-26	6	-1	1	3	-21
CS(=O)(=O)N(CC(=O)Nc1ccc(S(=O)(=O)N2CCOCC2)cc1)c1ccccc1Cl	-1	6	-2	-1	12	-4	-1	1	3
O=c1c2ccccc2cnn1Cc1n[nH]c(=S)n1-c1ccccc1	-27	-1	7	55	2	7	-5	0	-11
Cc1c(Cl)cccc1NC(=O)CCN1CCCCC1	-2	-20	-4	3	14	-15	1	3	24
O=C(CSc1nc2ccccc2c(=O)[nH]1)NCc1ccc(Cl)cc1	-6	-5	0	8	20	.	-3	0	-5
COc1ccc(CN(C(=O)c2nsc(Cl)c2Cl)C(C(=O)NC2CCCC2)c2ccc(OC)cc2)cc1 (stereo not drawn)	0	-5	-2	-10	24	1	22	-2	-20
COC(=O)c1cn(C(=O)c2ccccc2F)nc1N	-8	-6	-1	2	25	-3	3	1	-3
CC(C)(C)NC(=O)C(=O)NNC(=O)COc1ccccc1	14	8	-2	-16	15	-2	6	2	-3
CCn1c(SCc2ccc(F)cc2)nnc1C1CCN(S(=O)(=O)c2ccc(OC)cc2)CC1	-5	4	1	3[fluorescence artefact?]	10	-8	-5	-3	-2
CC(C)(C)c1cc(N)n(-c2ccc(C(=O)O)cc2)n1	-2	-9	4	-3	6	-3	3	-2	0
COC(=O)c1c(NC(=O)CN2CCN(S(=O)(=O)c3ccccc3)CC2)sc2c1CCC(C)C2 (stereo not drawn)	1	-3	0	-9	17	-3	6	5	-9
COc1cccc(-c2cc(C(=O)Nc3cccc(O)c3)no2)c1	17[fluorescence artefact?]	-14	6	62[fluorescence artefact?]	9	3	-1	2	-9
O=C(CN1C(=O)c2ccccc2C1=O)N1CCN(C(=O)c2ccco2)CC1	5	-5	-2	11	5	-3	6	-3	-1
